CTSL1 counter: counter-screen for PFM18AAP inhibitors: inhibitors of F. hepatica cathepsin L1. 300,000 tested, 0.49% active. inhibition, % at 5.96 µM. recombinant F. hepatica cathepsin L1, Z-Leu-Arg-MCA fluorescence;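 active = inhibition above the mean of all tested compounds plus 3 SD, set per screening campaign, cut at about 17% in these data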;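 also: 0% = plate median of test compound wells and 100% = 1 µM Z-Phe-Ala-diazomethylketone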
GASC-1 inh: blocks human GASC-1 demethylase activity; GST-JMJD2C(1-420) H3K9me3 demethylation, DELFIA europium; inhibition, % at 2.35 µM; 330,000 tested, 0.069% active; AID 2099;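 active = more than half of a compound's replicate wells show inhibition beyond 50%, single wells judged on their own value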;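 also: signal counts dimethyl H3K9 product captured on neutravidin plate; 0% = median of DMSO wells and 100% = 0.3 times that DMSO median; strong numbers were not always called active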
Target sequence (Q9H3R0 1-420 limits assumed): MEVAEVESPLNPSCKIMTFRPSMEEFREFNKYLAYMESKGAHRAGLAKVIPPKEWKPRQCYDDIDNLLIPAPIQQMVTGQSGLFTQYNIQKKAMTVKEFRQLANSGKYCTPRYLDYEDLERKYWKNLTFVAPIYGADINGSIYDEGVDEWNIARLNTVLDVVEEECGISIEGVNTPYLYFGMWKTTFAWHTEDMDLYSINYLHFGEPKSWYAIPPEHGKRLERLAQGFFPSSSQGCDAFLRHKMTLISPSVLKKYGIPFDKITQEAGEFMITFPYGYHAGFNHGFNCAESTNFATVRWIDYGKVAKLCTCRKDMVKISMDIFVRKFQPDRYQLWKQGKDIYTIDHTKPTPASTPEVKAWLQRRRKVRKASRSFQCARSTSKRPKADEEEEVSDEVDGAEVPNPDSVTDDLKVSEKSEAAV
TPT1 inhibitor: inhibitors of Candida albicans tRNA 2'-phosphotransferase TPT1 | recombinant caTPT1, FP RNA substrate dephosphorylation | 300,000 tested, 0.81% active | inhibition, % at 5 µM;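 active = inhibition above the mean of all tested compounds plus 3 SD, set per screening campaign, cut at about 24% in these data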;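 also: plate controls were DMSO alone for no effect and ferristatin control at 100 nM for full effect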
LYPLA2 inh: LYPLA2 (human) inhibition in PME1 counter-screen | O95372 | 320,000 tested, 0.38% active | recombinant LYPLA2, FP-Rh probe fluorescence polarization | inhibition, % at 5.9 µM;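 active = inhibition above the screen-wide mean plus 3 SD, limit set per campaign, cut at about 26% in these data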;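 also: 0% = LYPLA2 with DMSO and 100% = wells lacking LYPLA2 enzyme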
Target sequence (O95372 whole entry, looked up): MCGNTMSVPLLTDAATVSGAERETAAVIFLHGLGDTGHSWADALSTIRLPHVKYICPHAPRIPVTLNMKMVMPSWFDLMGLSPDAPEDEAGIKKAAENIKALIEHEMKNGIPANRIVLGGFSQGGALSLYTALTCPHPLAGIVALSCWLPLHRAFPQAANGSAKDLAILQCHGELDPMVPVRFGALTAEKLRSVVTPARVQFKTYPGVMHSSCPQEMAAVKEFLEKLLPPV
HCV core dimer: HCV core protein dimerization inhibition; TR-FRET GST/Flag-core106 dimerization, 1536-well; inhibition, % at 5 µM; 300,000 tested, 0.33% active;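 active = inhibition above the mean of all tested compounds plus 3 SD, set per screening campaign, cut at about 45% in these data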
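Material: GST/Flag-tagged HCV core106 proteins. Incubation: 4 h, 22.5 °C incubation. Read-out basis: inhibition (%) from 671 over 617 nm ratio. Measured by: TR-FRET, excitation 340 nm, emission 617 and 671 nm.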
Efflux pump mplx: blocks antifungal efflux pumps in multiplex yeast assay; 330,000 tested, 0.44% active; inhibition, % at 10 µM; S. cerevisiae Candida pump triplex, Nile Red efflux;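 active = plate passing quality check with inhibition over a set limit, or well fluorescence over plate mean plus 4 SD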;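 also: Nile Red retained in pooled yeast measured as flow cytometry median fluorescence; 0% = buffer negative control and 100% = Enniatin B positive control; higher means more Nile Red kept so more efflux inhibition; some compounds called inactive have numbers as strong as hits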
PP5 inh: inhibitors of human protein phosphatase 5 (PP5). P53041. 320,000 tested, 0.18% active. purified PP5c, OMFP substrate fluorescence. inhibition, % at 6.7 µM;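 active = inhibition above the campaign's mean inhibition across all tested compounds plus 3 SD, cut at about 9.5% in these data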;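 also: 0% = DMSO only and 100% = 100 µM cantharidin control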
PP1 counter: counter-screen for PP5 inhibitors: inhibitors of human PP1-alpha; P62136; purified PP1alpha, OMFP fluorescence; inhibition, % at 6.7 µM; 320,000 tested, 0.9% active;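 active = inhibition above the mean inhibition of all tested compounds plus 3 SD, computed separately for each screening campaign, cut at about 15% in these data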
Target sequence (P62136 whole entry, looked up): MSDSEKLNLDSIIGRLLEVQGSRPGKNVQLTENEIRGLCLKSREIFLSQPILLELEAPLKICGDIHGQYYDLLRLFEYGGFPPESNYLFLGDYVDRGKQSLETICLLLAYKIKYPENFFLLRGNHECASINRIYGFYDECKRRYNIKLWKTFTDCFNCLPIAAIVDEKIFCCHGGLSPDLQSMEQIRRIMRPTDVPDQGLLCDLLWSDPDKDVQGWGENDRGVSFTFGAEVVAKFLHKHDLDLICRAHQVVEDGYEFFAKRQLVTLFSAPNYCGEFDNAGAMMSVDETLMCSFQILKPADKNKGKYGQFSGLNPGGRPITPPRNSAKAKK
PREPL inhibitor: human PREPL enzyme inhibition. inhibition, % at 5.96 µM. Q4J6C6. 320,000 tested, 0.68% active. AID 2751. recombinant PREPL, fluorescence polarization activity-based probe; in the data active = inhibition above about 43%;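 also: 0% = enzyme with DMSO and 100% = wells lacking enzyme; many of its hits are not listed in these tables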
* = called active by the depositor; x = no result given; & = joins results of further samples. Some of the compounds tested, so the mix of outcomes need not match the whole.

entry	Compound	CTSL1 counter	GASC-1 inh	Efflux pump mplx	LYPLA2 inh	PP5 inh	PP1 counter	HCV core dimer	PREPL inhibitor	TPT1 inhibitor
1	COc1ccc(NC2=NC(=S)N(c3ccccc3C)C23CCCCC3)cc1	1	1	0.0	1	3.9	2	7	-6	0
2	Cc1cc2c(C)nc(N/N=C/c3ccc([N+](=O)[O-])cc3)nc2o1	0	5	0.2	-2	1.9	18*	7	-3	5
3	Cc1ccc(Cl)cc1NC(=O)COC(=O)C12CC3CC(CC(C3)C1)C2	5&-1	0&14	-0.1&0.0	-10&-1	3.0&-0.3	0&6	10&2	-9&-10	0&-1
4	CC(=N)C1=C(O)CC(C)(C)CC1=O	2	-2	-0.1	8	-0.3	-3	0	1	-4
5	C/C(=N\NC(=O)CNC(=O)c1cccnc1)c1cccc(O)c1	-2	-6	0.1	-3	0.3	-2	0	-7	0
6	CC(=O)n1nc(-c2ccccc2)nc1NCc1ccc(F)cc1	1	1	-0.1	-6	4.8	2	2	-9	-2
7	COc1ccc2c(c1OC)C(=O)OC2CC(=O)c1ccc(O)cc1 (stereo not given)	0	-4	0.0	-2	4.0	-1	-4	6	-3
8	CNc1ccc(Br)cc(C(=O)/C=C/c2ccc3c(c2)OCO3)c1=O	2	7	-0.1	11	-1.6	1	56*	11	18
9	O=S(=O)(c1ccc(F)cc1)N1CCCNCC1	1	-12	0.1	-7	1.3	-4	-2	-3	2
10	COc1ccc(OC)c(NC(=O)COC(=O)c2nc(Cl)ccc2Cl)c1	-15	-3	-0.1	-5	0.8	-5	7	-1	1
11	CN(C)S(=O)(=O)c1cccc(C(=O)OCC(=O)Nc2ccc3c(c2)OCCO3)c1	x	2	0.1	0	1.3	0	x	7	x
12	O=C1CCCC(O)=C1Sc1cc(Cl)c(Cl)cc1Cl	5	-2	0.1	0	-1.3	-7	3	1	0
13	Cc1cccc(CN2CCC(CNC(=O)Cn3ncc4c([nH]c5ccccc54)c3=O)CC2)c1	2	-10	-0.1	7	1.4	-3	7	-2	0
14	COc1ccc(/C(O)=C2\C(=O)C(=O)N(c3cc(C)on3)C2c2cccc(OC)c2OC)cc1C (stereo not given)	-2	5	0.0	1	0.1	1	2	7	-7
15	COc1cccc(C(=O)N(C)CC(=O)Nc2cccc3ccccc23)c1	x	1	-0.2	7	1.4	0	x	2	x
16	O=C(/C=C/c1ccc(Br)cc1)NC(=S)NNC(=O)c1ccco1	15	-15	-0.3	5	-0.5	9	5	3	-3
17	CC(C)Sc1nnc([C@@H]2CCCN2C(=O)OC(C)(C)C)o1	3	4	0.2	1	0.1	-1	-6	5	0
18	CCc1cc(=O)oc2cc(OCC(=O)N3CC[C@@]4(O)CCCC[C@H]4C3)ccc12	0	27	0.0	-4	3.9	-1	0	0	-1
19	COc1ccccc1C(=O)COC(=O)CN1C(=O)NC2(CCCC2)C1=O	-8	2	0.1	-3	1.0	1	-2	-3	2
20	CCOC(=O)c1c(C)nn(Cc2cccc(Cl)c2)c1N	0	-2	-0.1	-1	-0.8	-4	-3	-2	0
21	COc1ccc(C(=O)c2sc3nc(C)cc(-c4cccs4)c3c2N)cc1OC	3	-6	0.0	-2	1.0	-3	-2	15	73*
22	Cc1cccc(OCC(O)CN2CCN(S(=O)(=O)c3ccc(C)cc3C)CC2)c1 (stereo not given)	-3	-3	0.4	4	1.8	4	-3	-22	1
23	COc1cc2nc(C(C)(C)C)oc(=O)c2cc1OC	0	-8	-0.1	-4	0.9	1	6	0	-1
24	COc1c(C(=O)Nc2ccc(Cc3ccncc3)cc2)ccc2ccccc12	3	3	-0.7	3	-0.9	7	4	9	-2
25	CCOCCCNC(=O)C1(O)c2ccccc2NC(=O)N1c1ccc(Cl)c(Cl)c1 (stereo not given)	1	-17	0.3	1	1.5	-1	1	15	3
26	Cc1cc(NC(=O)CCC(=O)N(Cc2ccco2)C(C(=O)NC2CCCC2)c2ccc(F)cc2)no1 (stereo not given)	-4	3	0.2	-8	0.8	2	1	-3	3
27	Cc1onc(NC(=O)c2ccc(Cl)cc2Cl)c1Br	-1	-1	0.1	0	-0.8	-6	2	-5	0
28	Cc1ccccc1NC(=O)c1ocnc1C	-6	-19	-0.2	7	2.0	0	-1	-2	-3
29	CCOCN(C(=O)Cn1c(C(C)O)nc2ccccc21)c1c(C)cccc1CC (stereo not given)	2	3	-0.1	-2	0.6	0	-3	-6	-4
30	CC1(C)CC(=O)c2cc(OCC(=O)NCc3cccnc3)ccc2O1	0	1	-0.7	3	0.0	-4	2	4	-2
31	Cc1cccc(NC(=S)N/N=C(\c2ccccc2)C(C)C)c1	0	-1	-0.3	0	3.6	1	10	0	3
32	C=CCn1c(O)c(CN2CCOCC2)c(C)c(C#N)c1=O	-1	-1	-0.1	5	0.2	-2	-2	3	-18
33	COCCOC(=O)C1=C(C)NC(=O)CC1c1cc2c(cc1Br)OCO2 (stereo not given)	-4	-18&0	-0.1	2	1.9	-6	2	-5	-1
34	CC(C)Oc1ccc(CCC(=O)N/N=C/c2ccncc2)cc1	2	8	-0.1	-7	3.5	2	3	-5	3
35	CCN(CC)S(=O)(=O)c1cccc(S(=O)(=O)c2cccc(S(=O)(=O)N(CC)CC)c2)c1	-5	-3	0.0	4	4.2	1	3	-3	1
36	COc1cc(-c2nnc(SCC(=O)N(Cc3ccccc3)C(C)(C)C)o2)cc(OC)c1OC	2	9	0.0	-4	1.7	2	8	-6	-3
37	COc1cc(/C=N\NC(=O)CNC(=O)c2cccc([N+](=O)[O-])c2)ccc1O	9	9	-0.1	5	-1.3	-2	-4	33	-4
38	Cc1cccc([C@@H]2[C@@H]3C(=O)N(C)C(=O)[C@@H]3[C@@H]3C(=O)Nc4ccccc4C(=O)N23)c1	-3	0	0.1	-2	1.4	-3	-9	14	-2
39	CC(=O)c1ccc(Oc2ccc(C(C)=O)cc2)cc1	7	0	0.0	4	-6.2	0	2	8	1
40	Cc1ccc(S(=O)(=O)c2ccc(Oc3ccccc3)cc2)cc1	-1	6	0.0	1	4.4	1	9	-16	-2

Some of the entries above, set out differently:
26	Cc1cc(NC(=O)CCC(=O)N(Cc2ccco2)C(C(=O)NC2CCCC2)c2ccc(F)cc2)no1 (stereo not given)
27	Cc1onc(NC(=O)c2ccc(Cl)cc2Cl)c1Br
28	Cc1ccccc1NC(=O)c1ocnc1C
29	CCOCN(C(=O)Cn1c(C(C)O)nc2ccccc21)c1c(C)cccc1CC (stereo not given)
30	CC1(C)CC(=O)c2cc(OCC(=O)NCc3cccnc3)ccc2O1
31	Cc1cccc(NC(=S)N/N=C(\c2ccccc2)C(C)C)c1
32	C=CCn1c(O)c(CN2CCOCC2)c(C)c(C#N)c1=O
33	COCCOC(=O)C1=C(C)NC(=O)CC1c1cc2c(cc1Br)OCO2 (stereo not given)
34	CC(C)Oc1ccc(CCC(=O)N/N=C/c2ccncc2)cc1
35	CCN(CC)S(=O)(=O)c1cccc(S(=O)(=O)c2cccc(S(=O)(=O)N(CC)CC)c2)c1

screen / no.,26,27,28,29,30,31,32,33,34,35
CTSL1 counter,-4,-1,-6,2,0,0,-1,-4,2,-5
GASC-1 inh,3,-1,-19,3,1,-1,-1,-18&0,8,-3
Efflux pump mplx,0.2,0.1,-0.2,-0.1,-0.7,-0.3,-0.1,-0.1,-0.1,0.0
LYPLA2 inh,-8,0,7,-2,3,0,5,2,-7,4
PP5 inh,0.8,-0.8,2.0,0.6,0.0,3.6,0.2,1.9,3.5,4.2
PP1 counter,2,-6,0,0,-4,1,-2,-6,2,1
HCV core dimer,1,2,-1,-3,2,10,-2,2,3,3
PREPL inhibitor,-3,-5,-2,-6,4,0,3,-5,-5,-3
TPT1 inhibitor,3,0,-3,-4,-2,3,-18,-1,3,1

36	COc1cc(-c2nnc(SCC(=O)N(Cc3ccccc3)C(C)(C)C)o2)cc(OC)c1OC
37	COc1cc(/C=N\NC(=O)CNC(=O)c2cccc([N+](=O)[O-])c2)ccc1O

screen / no.,36,37
CTSL1 counter,2,9
GASC-1 inh,9,9
Efflux pump mplx,0.0,-0.1
LYPLA2 inh,-4,5
PP5 inh,1.7,-1.3
PP1 counter,2,-2
HCV core dimer,8,-4
PREPL inhibitor,-6,33
TPT1 inhibitor,-3,-4

The list goes on.
entry	Compound	CTSL1 counter	GASC-1 inh	Efflux pump mplx	LYPLA2 inh	PP5 inh	PP1 counter	HCV core dimer	PREPL inhibitor	TPT1 inhibitor
41	N#Cc1ccc(-c2ccccc2)nc1SCC(=O)c1cc2ccccc2oc1=O	-3	11	0.4	-7	5.3	2	-107	22	10
42	CC1=C(C#N)C(c2cccnc2)C2=C(CCCC2=O)N1 (stereo not given)	-5	-4	0.1	-3	1.6	0	0	15	-5
43	COc1ccc(C(=O)N(Cc2ccc(N(C)C)cc2)C2CCS(=O)(=O)C2)cc1 (stereo not given)	2	5	0.1	5	0.4	-4	-2	8	6
44	O=C(N/N=C/c1ccco1)c1cc(-c2ccc(Cl)s2)[nH]n1	5	-2	0.1	-17	3.5	5	4	10	0
45	CC1(C)C=Cc2c(c3ccccc3[nH]c2=O)O1	0	-5	0.0	4	2.6	0	1	2	5
46	COCc1cc(CN2CCCC2)c(O)c2ncccc12	-3	9	-0.1	6	0.6	7	-5	8	-2
47	COCCCNC(=S)N1CCN(C)CC1	4	-5	-0.1	-3	-0.1	-3	1	2	1
48	COCCCNC(=O)c1ccc(N(C)S(C)(=O)=O)cc1	-4	7	0.1	3	3.2	-1	-5	-4	-1
49	S=c1[nH]nc(-c2ccco2)n1/N=C/c1ccccn1	2	-7	0.0	-4	0.5	2	-3	-2	-4
50	O=P(COCCO)(c1ccccc1)c1ccccc1	-4	0	-0.2	5	0.0	-1	-7	11	-7
51	CC1CN(C(=O)Nc2ccc(F)cc2F)CC(C)O1 (stereo not given)	-1	3	0.0	-1	-3.8	0	9	-4	4
52	O=C(NCc1ccco1)c1cc2c(s1)CCCCC2	-3	12	0.2	-1	4.0	-2	3	14	1
53	Clc1ccc2nc(-c3ccncc3)cc(-c3ccccc3)c2c1	-1	4	0.2	1	-0.3	-4	-3	0	-1
54	Brc1ccc(CSc2nnc(-c3ccccn3)n2Cc2ccco2)cc1	-2	3	0.3	3	7.6	5	6	13	2
55	Nc1c(C(=O)Nc2ccc3c(c2)OCCO3)nnn1Cc1ccccc1Cl	2	1	0.0	5	-0.4	0	-2	12	0
56	CC(C)(C)CN1CCNC(=O)C1CC(=O)NCCc1ccccc1F (stereo not given)	-2	17	0.0	-7	0.8	-3	9	7	-13
57	CCN=C(NCC)SC1CC(=O)N(c2cccc(OC)c2)C1=O (stereo not given)	1	6	0.0	0	-1.8	-3	2	-3	1
58	CCN(CC)CC(=O)Nc1ccc2c(c1)N(C(=O)CN(CC)CC)c1ccccc1CC2	-3	-24	0.0	6	1.5	0	-3	4	-3
59	CCn1cc(C(=O)N2CCCc3ccccc32)c2cc(OC)c(OC)cc2c1=O	-1	-8	-0.2	0	3.7	0	-5	4	-2
60	Cc1ccc(C)n1-c1nn(S(=O)(=O)c2cccc(C(F)(F)F)c2)c2cccc(F)c12	0	1	-0.1	0	0.4	-2	-4	-2	0

Screens (PubChem BioAssay)
